Pf growth 96h – P. falciparum growth inhibition at 96 hours; P. falciparum luciferase reporter growth, 96 h; Potency, µM (doses to about 28.7 µM), for inactives: at the highest dose activity change, negative = inhibition, most hits filed as inhibitors; 320,000 tested, 6.9% active; AID 504834; also: potency is read from the fitted curve at half-maximal effect; % is scaled to controls: 0 for no effect and ±100 for the full control effect
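P. falciparum expressing integrated firefly luciferase grown in erythrocytes (2% hematocrit, 0.05% parasitemia final) with compounds for 96 hours at 37 C, 5% CO2. Growth inhibition read as loss of luminescence after adding luciferase detection reagent.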
Cycloheximide cs – counter-screen for Shiga toxin inhibitors: cycloheximide protein synthesis inhibition; AID 2314; cell reporter, cycloheximide protein synthesis inhibition counterscreen; max response, %; 300,000 tested, 12% active; in the data active = max response mostly above about 13%, no sharp cut-off; inactive = mostly below about 14%; also: read at 38.3 µM for the half of the compounds with a filed dose; 0% is about no effect
Shiga toxin inh – blocks Shiga toxin action in Vero cells; Vero cells, Shiga toxin protein synthesis inhibition reporter; 290,000 tested, 9.2% active; inhibition, % at 38.7 µM; AID 2315; in the data active = inhibition mostly above about 28%, no sharp cut-off; inactive = mostly below about 43%; also: 0% is about no effect
FBPA Giardia inh – Giardia lamblia aldolase inhibition; A8B2U2; purified Giardia FBPA; Potency, µM (top dose mostly 59.6 µM), without a hit: at the highest dose activity, negative = inhibition, hits mostly inhibitors; 290,000 tested, 0.71% active; AID 2451; also: potency is read from the fitted curve at half-maximal effect; % is scaled to controls: 0 for no effect and ±100 for the full control effect; nearly all actives have a fitted effect of over 55% in size
Target sequence (A8B2U2 whole entry, looked up): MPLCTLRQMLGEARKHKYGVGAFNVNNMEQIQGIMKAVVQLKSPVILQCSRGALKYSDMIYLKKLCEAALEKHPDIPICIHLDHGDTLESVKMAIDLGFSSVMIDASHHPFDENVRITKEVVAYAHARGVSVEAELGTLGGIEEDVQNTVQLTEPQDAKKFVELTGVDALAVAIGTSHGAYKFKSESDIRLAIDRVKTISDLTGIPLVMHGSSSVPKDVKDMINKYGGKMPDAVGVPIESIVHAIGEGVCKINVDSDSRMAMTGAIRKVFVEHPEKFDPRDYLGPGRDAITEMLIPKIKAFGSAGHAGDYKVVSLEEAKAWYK
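Giardia FBPA (40 nM reagent) was preincubated 10 min at RT with compound (up to 57.5 uM final), then substrate plus GAPDH/TPI/NAD/arsenate coupling system with diaphorase/resazurin was added; resorufin fluorescence (525/598 nm) was read after 20 min.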
Pf growth 48h – P. falciparum growth inhibition at 48 hours (one generation); 310,000 tested, 5.9% active; P. falciparum luciferase growth in erythrocytes, 48 h; AID 504832; Potency, µM (top dose mostly 28.7 µM), inactives show at the highest dose activity change, negative = inhibition, usual class: inhibitors; also: potency is read from the fitted curve at half-maximal effect; % is scaled to controls: 0 for no effect and ±100 for the full control effect
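Growth was read as firefly luciferase luminescence after a 48 h, 37 C, 5% CO2 exposure of compounds to reporter-bearing P. falciparum cultures (0.1% parasitemia, 2% hematocrit final) in Albumax-supplemented RPMI 1640.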
HCV inh – HCV inhibition; Huh7.5.1 HCVcc-Cre infection, luciferase reporter, 44 h; Potency, µM (highest dose often 41.8 µM), inactives show at the highest dose activity change, negative = inhibition, actives largely listed as inhibitors; 340,000 tested, 3.4% active; AID 651820; also: potency is read from the fitted curve at half-maximal effect; % is scaled to controls: 0 for no effect and ±100 for the full control effect
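Infectious HCV cell culture screen: compound-treated cells (1,000/well, pre-plated 4 h) are infected with HCVcc-Cre at roughly 0.5 moi and grown 44 h. Infection is quantified by luciferase signal after 15 min substrate incubation at room temperature.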
* marks the source's active call; other numbers are inactive results; u = inconclusive; x = no result given; & = joins results of further samples; [ ] = dose if it differs, or a comment. Unless noted, calls follow the shape of the dose curve; as a rule, active = well fitted curve in the direction sought with a large enough effect; inconclusive = small, poorly fitted or top-dose-only effect, or another doubt; inactive = no such curve, though single readings can be large; an effect the other way counts as inactive or inconclusive. Not a hit list; about 24% have a hit in one of these screens.

SMILES | Pf growth 96h | Cycloheximide cs | Shiga toxin inh | FBPA Giardia inh | Pf growth 48h | HCV inh
C#CCOCCOCCOCCNc1nc(N2CCN(C(=O)CCCCCCCCCCNC(=O)Cn3cc(C[C@@H](C)O)nn3)CC2)nc(N2CCN(C(=O)CCCCCCCCCCNC(=O)[C@H](CCCCN)n3cc(C[C@@H](C)CC)nn3)CC2)n1 | 0.47µM* | x | x | x | 0.33µM* | u
COC(=O)c1[nH]c2cccc(Cl)c2c1NC(=O)CN(C)C1CCCCC1 | 8.3µM* | -11 | -12 | -5% | u | u
O=C(NN=C1CCCC1)c1ccccc1[N+](=O)[O-] | u | 4 | -10 | -8% | -11% | 14%
CC1CCCCN1C(=O)CSc1nnc(-c2c[nH]c3ccccc23)o1 (configuration not stated) | -26% | 28* | 75 | 5% | u | u
Cc1ccc(S(=O)(=O)N/N=C/c2c(C)nn(-c3ccccc3)c2C)cc1 | 25% | -1 | 3 | 18% | x | 13%
CC(=O)Nc1ccc(NC(=O)C2CCC(CNS(=O)(=O)c3cccc4nsnc34)CC2)cc1 (configuration not stated) | -3% | -1 | 16 | 0% | u | 17%
CC(C)c1ccc(NC(=O)C2CCCN(S(=O)(=O)c3cnc[nH]3)C2)cc1 (configuration not stated) | u | -6 | -17 | -16% | x | -9%
CCOC(=O)Cn1cc(C=O)c2ccccc21 | x | -3 | 21 | 1% | 3% | 10%
CC(C)(C)N(Cc1ccccc1)C(=O)c1ccncc1 | -25% | -1 | -5 | 4% | 11% | 8%
O/N=C/c1ccc(OCc2ccccc2)c(Cl)c1 | 9% | 37* | 76* | 13% | 259%[activator] | 11%
CCCCn1c(=O)c(CC(C)=O)nc2ccccc21 | u | -2 | -2 | 0% | -5% | u
O=C(c1ccco1)N1CCN(C(c2ccc(F)cc2)c2nnnn2Cc2cccs2)CC1 (configuration not stated) | 0.93µM* | 15 | -12 | 8% | u | 1%
CCOc1cc(/C=C(\C#N)C(=O)NCc2cccnc2)ccc1O | -50% | 2 | -14 | 0% | -11% | 8%
CC1(C)NC(=O)N(CC(O)Cn2nnc3ccccc32)C1=O (configuration not stated) | x | -1 | -4 | -1% | 19% | 10%
O=S1(=O)NC(=NCc2ccccc2)c2ccccc21 | x | -2 | -7 | -3% | -18% | 3%
COc1ccc(Nc2ccc(S(=O)(=O)N3CCCCC3)cc2[N+](=O)[O-])cc1Cl | 13µM* | 6 | 5 | -2% | u | u
CN1C(=O)NC(=O)/C(=C\C=C\c2ccccc2[N+](=O)[O-])C1=O | 139%[activator] | 24* | 31 | u | 15% | u
Cn1c(Cc2ccccc2)nnc1SCC(=O)Nc1ccc(N2CCOCC2)cc1 | 195%[activator] | 10 | 0 | 6% | -8% | 18%
Cc1cc(NC(=O)CSc2nnc(CNC(=O)c3cccc(C(F)(F)F)c3)o2)no1 | 0% | 1 | -14 | x | 30%[activator] | 7%
CCn1ccc(C(=O)NC2CCCC2)n1 | -13% | 2 | 14 | x | 11% | 8%
Cc1nc(N2CCCCC2)sc1C(=O)c1ccc(SCCO)c([N+](=O)[O-])c1 | 4% | 17 | 8 | 0% | -12% | 1.1µM*
Cc1ccc(SCCNC(=O)c2ccc(C)c([N+](=O)[O-])c2)cc1 | -21% | -4 | 6 | -1% | -17% | -26%
CN(CCOc1ccccc1)CCOc1ccccc1 | 25% | 1 | 20 | 2% | -12% | -5%
COC(CNC(=O)c1ccc2nc3ccccc3c(=O)n2c1)OC | 31%[activator] | 10 | 4 | 6% | 18% | 20%
Cc1ccc(C(=O)COC(=O)c2cc(Cl)nc3ccccc23)cc1C | 48%[activator] | 7 | -5 | 3% | u | 3%
Cc1ccc(-c2nc3cc(C)ccc3o2)cc1 | 224%[activator] | 33* | 118* | -8% | 0% | 1%
CN(CC(=O)Nc1ccc(Cl)c(S(=O)(=O)N2CCOCC2)c1)C(=O)c1cccs1 | u | x | x | x | -30% | u
C=CCOC(=O)C1=C[C@@H](c2ccccc2)[C@H](CCCO)[C@@H](OCC)O1 | 11% | -3 | -11 | 12% | 3% | -6%
O=C(CC1C(=O)NCCN1Cc1ccc(-c2ccccc2)cc1)NCCOc1cccnc1 (configuration not stated) | -12% | 8 | -4 | -15% | -17% | -5%
CC(=O)Nc1ccc(S(=O)(=O)N2CCN=C2SCc2cccnc2)cc1 | 14% | 4 | -2 | 9% | u | -11%
COc1ccc(C2/C=C\CN(C(=O)C3CCCC3)CC(=O)N2Cc2ccc(F)cc2)cc1 (configuration not stated) | u | -7&-5 | 2&-6 | 5%&6% | u | 25%
O=C(Cc1ccccc1)Nc1ccccc1C(=O)Nc1ccc(C(=O)O)cc1 | -10% | 4 | 8 | 11% | 0% | -3%
S=c1[nH]nc(-c2ccco2)n1/N=C/c1ccc(Br)s1 | u | 1 | -16 | 12% | 42%[activator] | -1%
CC(C)(C)Cc1nnc(NC(=O)c2ccc([N+](=O)[O-])cc2)s1 | -9% | 0 | 20 | 0% | 98%[activator] | 26%
COc1ccc(-c2nnn(CC(=O)NCCc3ccc(OC)c(OC)c3)n2)cc1 | 49%[activator] | -3 | -2 | 1% | -7% | -24%
COc1ccc(NC(=O)N2CCCC2C(=O)Nc2ccc(C)cc2C)cc1 (configuration not stated) | 6% | -6 | -6 | 4% | 0% | 8%
Cc1ccc(C2C(C(=O)O)c3ccccc3C(=O)N2C)o1 (configuration not stated) | x | -1 | -8 | 2% | 15% | u
CCC(C)NS(=O)(=O)c1ccc(NS(C)(=O)=O)cc1 (configuration not stated) | -27% | -1 | -16 | 5% | 28% | 5%
O=C(NCCSc1ccc(Br)cc1)c1ccccc1 | u | 6 | 19 | -3% | u | 3%
COC(=O)/C=C1\S/C(=N/NC(=O)c2ccccc2)NC1=O | x | 23 | -17 | 6% | u | 0%

14 neighbouring compounds out of the list so far, quoted:
SMILES | Pf growth 96h | Cycloheximide cs | Shiga toxin inh | FBPA Giardia inh | Pf growth 48h | HCV inh
COC(CNC(=O)c1ccc2nc3ccccc3c(=O)n2c1)OC | 31%[activator] | 10 | 4 | 6% | 18% | 20%
Cc1ccc(C(=O)COC(=O)c2cc(Cl)nc3ccccc23)cc1C | 48%[activator] | 7 | -5 | 3% | u | 3%
Cc1ccc(-c2nc3cc(C)ccc3o2)cc1 | 224%[activator] | 33* | 118* | -8% | 0% | 1%
CN(CC(=O)Nc1ccc(Cl)c(S(=O)(=O)N2CCOCC2)c1)C(=O)c1cccs1 | u | x | x | x | -30% | u
C=CCOC(=O)C1=C[C@@H](c2ccccc2)[C@H](CCCO)[C@@H](OCC)O1 | 11% | -3 | -11 | 12% | 3% | -6%
O=C(CC1C(=O)NCCN1Cc1ccc(-c2ccccc2)cc1)NCCOc1cccnc1 (configuration not stated) | -12% | 8 | -4 | -15% | -17% | -5%
CC(=O)Nc1ccc(S(=O)(=O)N2CCN=C2SCc2cccnc2)cc1 | 14% | 4 | -2 | 9% | u | -11%
COc1ccc(C2/C=C\CN(C(=O)C3CCCC3)CC(=O)N2Cc2ccc(F)cc2)cc1 (configuration not stated) | u | -7&-5 | 2&-6 | 5%&6% | u | 25%
O=C(Cc1ccccc1)Nc1ccccc1C(=O)Nc1ccc(C(=O)O)cc1 | -10% | 4 | 8 | 11% | 0% | -3%
S=c1[nH]nc(-c2ccco2)n1/N=C/c1ccc(Br)s1 | u | 1 | -16 | 12% | 42%[activator] | -1%
CC(C)(C)Cc1nnc(NC(=O)c2ccc([N+](=O)[O-])cc2)s1 | -9% | 0 | 20 | 0% | 98%[activator] | 26%
COc1ccc(-c2nnn(CC(=O)NCCc3ccc(OC)c(OC)c3)n2)cc1 | 49%[activator] | -3 | -2 | 1% | -7% | -24%
COc1ccc(NC(=O)N2CCCC2C(=O)Nc2ccc(C)cc2C)cc1 (configuration not stated) | 6% | -6 | -6 | 4% | 0% | 8%
Cc1ccc(C2C(C(=O)O)c3ccccc3C(=O)N2C)o1 (configuration not stated) | x | -1 | -8 | 2% | 15% | u

Later entries.
SMILES | Pf growth 96h | Cycloheximide cs | Shiga toxin inh | FBPA Giardia inh | Pf growth 48h | HCV inh
CC(=O)c1ccc(OC(C)C(=O)NC2CCCCC2C)cc1 (configuration not stated) | -33% | x | x | x | u | 17%
CN(NC(=O)CN1C(=O)c2ccccc2C1=O)C1=NS(=O)(=O)c2ccccc21 | u | 14 | -10 | 0% | -8% | 13%
O=S(=O)(c1ccc2ccccc2c1)N(CC(O)COCc1ccco1)c1ccccc1 (configuration not stated) | -17% | 22 | 44 | 10% | -19% | -19%
Cc1c(Cl)c([N+](=O)[O-])nn1CCCC(=O)Nc1sc2c(c1C(N)=O)CCC(C)C2 (configuration not stated) | 27% | -5 | -10 | 2% | -4% | -14%
COc1ccc(-n2c(=O)[nH]c3cc(C(=O)NCCc4ccc(Cl)cc4)ccc3c2=O)cc1OC | 14% | 6 | -3 | 4% | u | u
CCOC(=O)CN(C(=O)CNC(=O)c1cccs1)C(C(=O)NC1CCCC1)c1cccnc1 (configuration not stated) | 7% | -5 | -13 | 1% | x | 11%
COc1ccc(-c2cc(=Nc3ccccc3)c3cc(C)ccc3o2)cc1 | 65%[activator] | 86* | 97* | 3% | 84%[activator] | 3%
O=C(Nc1ccn(Cc2ccc(Cl)cc2)n1)c1ccc2c(c1)OCO2 | x | 22 | 50* | 6% | 4% | 12%
O=C1C2C3c4ccccc4C(c4ccccc43)C2C(=O)N1c1cccnc1 (configuration not stated) | -5% | -1 | 7 | 3% | 4% | 11%
Cc1nc(CNS(=O)(=O)c2ccc3c(c2)OCCO3)cs1 | 10% | -2 | 16 | 7% | 13% | -15%
CC(=O)NC(=S)Nc1ccc(NC(=O)c2cccnc2Cl)cc1 | -4% | 25* | 47 | -13% | u | -15%
COc1ccccc1Nc1nnc(SCC(=O)N2CCCC2)s1 | x | 33* | 86 | 0% | -13% | 7%
CC(=O)c1cnc(Nc2nc(C)c3ccccc3n2)nc1C | 20% | -1 | -11 | 1% | 15% | -22%
COc1cc(/C=N/NC(=O)C[n+]2ccccc2)cc(OC)c1OC | u | -7 | -5 | -1% | -8% | 11%
CC/C(=N/NS(=O)(=O)c1ccc(Cl)cc1)c1ccc(O)cc1 | 29% | -3 | -2 | 1% | 14% | 22%
Cc1nnc(SCC(=O)N2CC(=O)Nc3ccccc32)s1 | 17% | 6 | -13 | 1% | -8% | -1%
c1ccc(Nc2ncnc3c2oc2ccccc23)cc1 | -2% | 66* | 121* | -23% | 99%[activator] | -12%
OC(CN1CCC(Cc2ccccc2)CC1)C(F)(F)F (configuration not stated) | 28% | -1 | -11 | 7% | 14% | 4%
COc1ccc(C(=O)C2CN(C)CC2C(=O)c2ccc(OC)cc2)cc1 (configuration not stated) | 42%[activator] | 19* | 20 | 1% | 32%[activator] | 1%
O=C(N/N=C\c1ccncc1)c1ccc(Cl)s1 | 13µM* | 15 | 25 | x | 10% | -15%
COc1ccccc1-n1cnnc1SCC(=O)NC1CCS(=O)(=O)C1 (configuration not stated) | 0% | -3 | 17 | 3% | 8% | -8%
CC(C)CC(=O)Nc1cccc(-c2nc3ccccc3o2)c1 | u | 22* | 62* | -1% | 0% | u
Cc1cc(C)nc(SCC(=O)Nc2ccc(S(=O)(=O)NCCO)cc2)n1 | -29% | -5 | 2 | 5% | x | -19%
Cc1ccc(NC(=O)CCC(=O)NNC(=O)COc2ccccc2)cc1C | 10% | -3 | 7 | -6% | 3% | -5%
CCOC(=O)NC1(NC(C)C)Oc2ccccc2O1 | -8% | 10 | 49 | -5% | x | -16%
